Screening data as filed in PubChem BioAssay.
GlmU inhibition: inhibition of mycobacterial GlmU enzyme – biochemical, glucosamine-1-phosphate acetyltransferase (AID 1376); inhibition, %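 (tested at 30 µM in the primary screen)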, or IC50 in µM where a hit was titrated; M. tuberculosis GlmU acetyltransferase enzyme assay; higher % means a stronger effect; 0.25% of 220,000 active; in the data active = inhibition above about 13%;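 note: 0% = complete reaction with vehicle and 100% = reaction without substrate; strong numbers were not always called active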
RmlCD inh 1536: M. tuberculosis RmlC/RmlD inhibition; 0.03% of 160,000 active; inhibition, % at 3.6 µM; P9WH09+P9WH11; RmlC+RmlD coupled enzyme assay, percent inhibition; primary screen in compound mixtures; in the data active = inhibition mostly above about 34%, no sharp cut-off; note: some results filed as inactive read as strong as hits
Target sequence (P9WH09 whole entry, looked up): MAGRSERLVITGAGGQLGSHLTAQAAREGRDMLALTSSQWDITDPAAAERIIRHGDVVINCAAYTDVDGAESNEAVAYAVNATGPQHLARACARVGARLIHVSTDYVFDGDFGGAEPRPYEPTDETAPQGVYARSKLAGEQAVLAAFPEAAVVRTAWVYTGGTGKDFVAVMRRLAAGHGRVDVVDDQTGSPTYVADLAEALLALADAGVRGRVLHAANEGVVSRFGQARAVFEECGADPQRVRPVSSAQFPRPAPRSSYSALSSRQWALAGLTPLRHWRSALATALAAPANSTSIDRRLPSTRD
Target sequence (P9WH11 whole entry, looked up): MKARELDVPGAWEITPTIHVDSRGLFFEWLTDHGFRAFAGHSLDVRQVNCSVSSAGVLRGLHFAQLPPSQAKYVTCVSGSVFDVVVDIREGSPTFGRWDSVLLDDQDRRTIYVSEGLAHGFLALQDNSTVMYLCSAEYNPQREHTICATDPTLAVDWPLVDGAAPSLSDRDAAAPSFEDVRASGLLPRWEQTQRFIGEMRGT
Active calls of the source: *. These rows are one share of the data; the hit share may differ from the screen's.

For N#Cc1c(-c2ccc(F)cc2)c2c([nH]c1=O)-c1ccccc1OC2 the results were GlmU inhibition 1.3% and RmlCD inh 1536 4.
Cc1cccc(Nc2ccccc2)c1 was read as GlmU inhibition -0.6% and RmlCD inh 1536 5.
For O=C(CC1SC(=O)NC1=O)Nc1ccc(Cl)cc1 (configuration not stated) the results were GlmU inhibition 1.6% and RmlCD inh 1536 15.
Screening CC(C)c1ccc(Nc2nc(Cl)nc(NCc3ccco3)n2)cc1 returned GlmU inhibition 3.1%.
Nc1ncnc(Oc2ccccc2F)c1[N+](=O)[O-] was read as GlmU inhibition -1.9% and RmlCD inh 1536 -11.
O=C(c1cccc(Br)c1)N1CCCC1 was read as GlmU inhibition 4.8% and RmlCD inh 1536 5.
Screening c1csc(C(c2nnnn2C2CCCC2)N2CCOCC2)c1 (configuration not stated) returned GlmU inhibition -2.8%.
Screening COc1ccc(CCNc2ncnc3[nH]ncc23)cc1OC returned GlmU inhibition 5.6%.
`COc1ccc(-n2c(SCC#N)nnc2-c2cccnc2)cc1` gave GlmU inhibition 5.2% and RmlCD inh 1536 3.
For CCCC(C)NC(=O)c1cc(C(=O)OC)cc([N+](=O)[O-])c1 (configuration not stated) the results were GlmU inhibition 5.3% and RmlCD inh 1536 5.

Reprinted at random: 2 compounds from above.
Screening c1csc(C(c2nnnn2C2CCCC2)N2CCOCC2)c1 (configuration not stated) returned GlmU inhibition -2.8%.
For O=C(CC1SC(=O)NC1=O)Nc1ccc(Cl)cc1 (configuration not stated) the results were GlmU inhibition 1.6% and RmlCD inh 1536 15.

(more compounds)
`CC(OC(=O)c1ccccc1Br)C(=O)Nc1nc(-c2cccc([N+](=O)[O-])c2)cs1` (configuration not stated) gave GlmU inhibition -7.3% and RmlCD inh 1536 102.
CSc1c(C#N)sc(=S)n1-c1ccc(C)cc1 was read as GlmU inhibition -4.0%.
Cc1cccc(NC(=O)CSc2nnc(CSc3nc(C)cc(C)n3)n2Cc2ccco2)c1 was read as GlmU inhibition 3.8%.
Screening Cc1ccc(-c2csc(=S)n2CC(=O)OCC(=O)NCc2ccco2)cc1 returned GlmU inhibition -4.0% and RmlCD inh 1536 -8.
Screening CSc1nsc(/C=C/Nc2cccc(Cl)c2)c1C#N returned GlmU inhibition -1.7%.
Screening COc1ccc(N2C(=O)C3C(c4ccc(C(=O)O)cc4)NC(Cc4ccccc4)(C(=O)O)C3C2=O)c([N+](=O)[O-])c1 (configuration not stated) returned GlmU inhibition -2.3% and RmlCD inh 1536 16.
For CCOC(=O)N1CCN(S(=O)(=O)c2cc(C)c(C)cc2C)CC1 the results were GlmU inhibition 1.3%.
Screening COC(=O)c1sccc1S(=O)(=O)Nc1ccc(C)cc1 returned GlmU inhibition 1.7% and RmlCD inh 1536 -5.
For CCCCCCCCNC(=O)/C(C#N)=C/c1ccccc1[N+](=O)[O-] the results were GlmU inhibition -5.8% and RmlCD inh 1536 -5.
`CCOC(=O)c1[nH]c(C)c(C(=O)O)c1C` gave GlmU inhibition 3.6% and RmlCD inh 1536 -7.

Sorted by molecular weight (smallest number first): some entries from above
For O=C(CC1SC(=O)NC1=O)Nc1ccc(Cl)cc1 (configuration not stated) the results were GlmU inhibition 1.6% and RmlCD inh 1536 15.
Screening CC(C)c1ccc(Nc2nc(Cl)nc(NCc3ccco3)n2)cc1 returned GlmU inhibition 3.1%.
Screening Cc1ccc(-c2csc(=S)n2CC(=O)OCC(=O)NCc2ccco2)cc1 returned GlmU inhibition -4.0% and RmlCD inh 1536 -8.

Not a retest: entries from further up.
Screening COc1ccc(N2C(=O)C3C(c4ccc(C(=O)O)cc4)NC(Cc4ccccc4)(C(=O)O)C3C2=O)c([N+](=O)[O-])c1 (configuration not stated) returned GlmU inhibition -2.3% and RmlCD inh 1536 16.
For CCOC(=O)N1CCN(S(=O)(=O)c2cc(C)c(C)cc2C)CC1 the results were GlmU inhibition 1.3%.
Screening COC(=O)c1sccc1S(=O)(=O)Nc1ccc(C)cc1 returned GlmU inhibition 1.7% and RmlCD inh 1536 -5.
For CCCCCCCCNC(=O)/C(C#N)=C/c1ccccc1[N+](=O)[O-] the results were GlmU inhibition -5.8% and RmlCD inh 1536 -5.
`CCOC(=O)c1[nH]c(C)c(C(=O)O)c1C` gave GlmU inhibition 3.6% and RmlCD inh 1536 -7.

Additional structures follow:
C=C1SC(=Nc2c(C)cccc2Cl)N(C(=O)c2sc3ccccc3c2Cl)C12CCCCC2 was read as GlmU inhibition -2.9% and RmlCD inh 1536 26.
Screening CC(=O)Nc1ccc(/C=C2\Sc3ccccc3C2=O)cc1 returned GlmU inhibition 8.4% and RmlCD inh 1536 12.
Cc1ccc(P(=O)(CO)c2ccc(C)cc2)cc1 was read as GlmU inhibition 4.2% and RmlCD inh 1536 -5.
`COC(=O)c1cc(OC)nc2c1c(=O)n(C)c(=O)n2C` gave GlmU inhibition -6.3% and RmlCD inh 1536 10.
Screening CC(=O)Nc1ccc(C(=O)Cn2c3[n+](c4c(F)c(F)ccc42)CCCCC3)cc1 returned GlmU inhibition -0.3% and RmlCD inh 1536 1.
For O=C(O)CC(NC(=O)c1ccccc1NC(=O)c1ccccc1)C(=O)O (configuration not stated) the results were GlmU inhibition -0.1% and RmlCD inh 1536 -5.
O=C1/C(=C/c2cccs2)SC(=S)N1NS(=O)(=O)c1ccccc1 was read as GlmU inhibition 12% and RmlCD inh 1536 -2.
Screening O=C(Nc1ccon1)c1cccc(S(=O)(=O)N2CCCC2)c1 returned GlmU inhibition 5.9%.
Screening COCCn1c(SCC(=O)Nc2ccccc2)nc2c1c(=O)[nH]c(=O)n2C returned GlmU inhibition 2.4%.
Screening CN1CCN(C2=C(Cl)C(=O)N(c3ccc(Cl)cc3)C2=O)CC1 returned GlmU inhibition 1.8%.
For Cc1nc2ccc3nc(NC(=O)c4ccco4)sc3c2s1 the results were GlmU inhibition 5.7%.
CC1=N/C(=C\c2ccc3c(c2)OCO3)C(=O)N1c1ccc(C(=O)O)cc1 was read as GlmU inhibition -0.3%.
CCOC(=O)N1CCN(c2c(NCCc3ccc(OC)c(OC)c3)c(=O)c2=O)CC1 was read as GlmU inhibition 8.0%.
COc1ccc(N=CC=C2OC(C)(C)C(C)(C)O2)cc1OC was read as GlmU inhibition -3.8% and RmlCD inh 1536 -2.
Screening CCC1CCCCN1CCNC(=O)C1CCN(S(=O)(=O)c2c(C)noc2C)CC1 (configuration not stated) returned GlmU inhibition 2.6% and RmlCD inh 1536 -14.
For Fc1ccccc1NC(=S)N1CCN(Cc2ccc3c(c2)OCO3)CC1 the results were GlmU inhibition -0.7% and RmlCD inh 1536 25.
For Cc1cc(SCC2=NNC(=O)C2)c(Cl)cc1Cl the results were GlmU inhibition 3.0% and RmlCD inh 1536 -9.
Cc1ccc(NC(=O)C[n+]2ccccc2)cc1[N+](=O)[O-] was read as GlmU inhibition 3.3% and RmlCD inh 1536 9.
For O=C(COc1ccc2ccc(=O)oc2c1)Nc1ccc(N2CCOCC2)cc1 the results were GlmU inhibition 3.4% and RmlCD inh 1536 -4.
CCc1ccc(OCCOCC(O)CN2CCN(Cc3ccc(Cl)cc3)CC2)cc1 (configuration not stated) was read as GlmU inhibition 2.8% and RmlCD inh 1536 23.
C(=N\NC1=Nc2cccc3cccc1c23)/c1cccnc1 was read as GlmU inhibition 0.9% and RmlCD inh 1536 9.
Screening Cc1cccc(C)c1NC(=O)N1CCC(c2nc3ccccc3o2)CC1 returned GlmU inhibition 1.4%.
For CCOc1ccc(C2C(C#N)=C(N)SC(N)=C2C#N)cc1OC the results were GlmU inhibition 0.1% and RmlCD inh 1536 5.
Screening Cc1ccc(Nc2ccc(C(=O)N3CCCC3)cn2)c(C)c1 returned GlmU inhibition 1.9%.
For Cc1ccccc1/C(N)=N/O the results were GlmU inhibition -1.6% and RmlCD inh 1536 -6.
COc1ccc(/C=C2\SC(=S)N(C(C(=O)O)c3ccccc3)C2=O)c(OC)c1 (configuration not stated) was read as GlmU inhibition 7.5% and RmlCD inh 1536 -7.
Screening Cc1ccc(OCCCC(=O)NCc2ccco2)cc1 returned GlmU inhibition -2.2%.
`COc1ccc(CCNC(=O)c2nnc(Cc3c(F)cccc3Cl)o2)cc1OC` gave GlmU inhibition -2.9% and RmlCD inh 1536 5.
`COc1cccc(NC(=S)/C(=C(\[O-])c2ccc(OC(F)F)cc2)[n+]2ccccc2)c1` gave GlmU inhibition 6.6% and RmlCD inh 1536 -1.
Screening O=C1Nc2ccccc2C12OCCCO2 returned GlmU inhibition 3.6% and RmlCD inh 1536 -3.
CCOC(=O)NC1c2ccccc2Oc2ccccc21 was read as GlmU inhibition 3.1% and RmlCD inh 1536 -2.
`CCOC(=O)c1c(CN(CC)CC)n(C)c2cc(Br)c(O)cc12` gave GlmU inhibition 4.3% and RmlCD inh 1536 7.
N#Cc1c2ccc(O)cc2n2ccccc12 was read as GlmU inhibition 1.9% and RmlCD inh 1536 -6.
Screening C=CCN(C(=O)CSc1nc2ccsc2c(=O)n1Cc1ccccn1)c1ccccc1 returned GlmU inhibition 2.0% and RmlCD inh 1536 3.
`Cn1c(=O)n(C)c2cc([N+](=O)[O-])c(N3CCN(C(=O)C(C)(C)C)CC3)cc21` gave GlmU inhibition 4.9% and RmlCD inh 1536 -10.
COCc1[nH][nH]c(=O)c1C=Nc1ccc(OC(F)(F)F)cc1 was read as GlmU inhibition 0.2% and RmlCD inh 1536 -10.
`COc1cccc(/C=N/NC(=O)CN2CC(c3ccccc3)CC2=O)c1O` (configuration not stated) gave GlmU inhibition 2.1% and RmlCD inh 1536 -10.
`O=C(Cn1c(=O)oc2cc(S(=O)(=O)N3CCOCC3)ccc21)N1CCc2ccccc2C1` gave GlmU inhibition 4.7% and RmlCD inh 1536 11.
COc1ccccc1C(=O)NNC(=S)NC(=O)c1sc2ccccc2c1Cl was read as GlmU inhibition 3.3% and RmlCD inh 1536 7.
`O=C(NCc1ccccc1)c1ccc(=O)oc1` gave GlmU inhibition 7.8% and RmlCD inh 1536 4.
For O=C(Nc1ccccc1N1CCN(C(=O)c2ccccc2)CC1)c1cc2ccccc2o1 the results were GlmU inhibition 4.2% and RmlCD inh 1536 -6.
For Cc1ccc(NC(=O)CCc2c(C)nc3ncnn3c2C)nc1 the results were GlmU inhibition 1.1% and RmlCD inh 1536 -2.
`CCN(CC)C(=O)c1csc(Nc2ccc(C)cc2)n1` gave GlmU inhibition 13% and RmlCD inh 1536 -11.
Screening CCN(CC)S(=O)(=O)c1ccc(OC)c(NC(=O)Cc2cccs2)c1 returned GlmU inhibition 1.8% and RmlCD inh 1536 -5.
C=CCN=c1sc(C(=O)OC)cc(=O)n1CC=C was read as GlmU inhibition -0.2% and RmlCD inh 1536 -3.
For Cc1[nH]c(=O)[nH]c(=O)c1S(=O)(=O)N1CCC(C(=O)N2CCN(Cc3ccccc3)CC2)CC1 the results were GlmU inhibition -3.5% and RmlCD inh 1536 -9.
Screening c1ccc(COc2ccc(OCCN3CCCCC3)cc2)cc1 returned GlmU inhibition 2.3% and RmlCD inh 1536 -1.
O=C1/C(=C/c2cccs2)COc2ccccc21 was read as GlmU inhibition -3.8% and RmlCD inh 1536 5.
`COc1ccc(O)c(C(=O)c2cnc3c(c2)CN(C)C(=O)N3)c1` gave GlmU inhibition -4.0% and RmlCD inh 1536 0.
Screening N#CCCS(=O)(=O)c1nnnn1-c1ccccc1 returned GlmU inhibition -2.9%.
`C#CC[N+](C)(C)CCCCCCCCC` gave GlmU inhibition 3.9% and RmlCD inh 1536 4.
`Cc1ccc(Nc2nc(N)nc(CSc3nccn3C)n2)c(C)c1` gave GlmU inhibition 1.8%.
`CCOc1ccc(NC(=O)C2CC(=O)N(CC)C(=Nc3ccc4c(c3)OCO4)S2)cc1` (configuration not stated) gave GlmU inhibition 2.0%.
For CCC(=O)c1cc(F)c(N2CCN(S(=O)(=O)c3ccccc3)CC2)cc1C the results were GlmU inhibition -0.3% and RmlCD inh 1536 -8.
Screening CCCN(CCC)C1=CC(=[N+]2CCCC2)CC(C)(C)C1 returned GlmU inhibition 1.6% and RmlCD inh 1536 -14.
CCOc1ccc(CC(=O)NNC(=O)NC2CCCCC2)cc1 was read as GlmU inhibition -3.6% and RmlCD inh 1536 -10.
For CCOC(=O)C1CCCN(C(=O)CSc2ccc(NC(C)=O)cc2)C1 (configuration not stated) the results were GlmU inhibition -2.4% and RmlCD inh 1536 -6.
For COc1ccc([N+](=O)[O-])cc1NC(=O)Cc1ccc(C)cc1 the results were GlmU inhibition -0.2% and RmlCD inh 1536 3.
`Cc1ccc(C(=O)NCC(=O)OC(C)C(=O)Nc2ccc(N(C)C)cc2)cc1C` (configuration not stated) gave GlmU inhibition -2.7% and RmlCD inh 1536 5.
`CCOC(=O)/C(C(N)=NC(C)C)=C(\O)c1ccccc1` gave GlmU inhibition 2.2%.
`CCN(c1ccc(F)cc1)S(=O)(=O)c1ccc2[nH]cc(C(=O)NCCCN3CCOCC3)c(=O)c2c1` gave GlmU inhibition 0.6% and RmlCD inh 1536 -9.
`Cc1cc(C)cc(N(C(=O)CNC(=O)c2ccco2)C(C(=O)NC2CCCC2)c2cccnc2)c1` (configuration not stated) gave GlmU inhibition 3.3% and RmlCD inh 1536 6.
O=C(Nc1cccc2c1CCCC2)C1CCCN(S(=O)(=O)c2cccc3nonc23)C1 (configuration not stated) was read as GlmU inhibition 2.9% and RmlCD inh 1536 -2.
`CNC(=O)c1[nH]cnc1C(=O)N[C@@H](CC(C)C)C(=O)OCc1ccccc1` gave GlmU inhibition 0.7%.
O=C(CCn1c(=S)oc2ccccc21)N1CCCCC1 was read as GlmU inhibition 2.6% and RmlCD inh 1536 0.
COC(=O)N1CCN(c2ccc(C(C)=O)cc2)CC1 was read as GlmU inhibition 1.9%.
Screening COc1ccc(-n2nnnc2SCC(=O)Nc2ccc3c(c2)OCCO3)cc1OC returned GlmU inhibition 1.9% and RmlCD inh 1536 5.
COc1ccc(N(C(=O)c2ccco2)C(C(=O)NC2CCCC2)c2ccc(N(C)C)cc2)cc1 (configuration not stated) was read as GlmU inhibition 0.7% and RmlCD inh 1536 3.
